MBD2 inh: MBD2-methylated oligo binding inhibition | actives 0.31% (n = 370,000) | TR-FRET, MBD2 binding to methylated oligonucleotide | inhibition, % at 4.4 µM | Q9UBB5 | AID 686964; in the data active means inhibition above about 13%
Tn6 DDE FP: disrupts Tn6 cyclic peptide binding to fibrin D-Dimer-E complex | inhibition, % at 8.3 µM | AID 720509 | P02675 | actives 0.21% (n = 370,000) | Fibrin DD(E) TRITC-Tn6 fluorescence polarization displacement;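 active means inhibition above a per-campaign cutoff: mean of compounds within control limits plus 3 SD, cut at about 15% in these data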;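 further: 0% = median of all compound wells on the plate and 100% = blocking peptide control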
TCR-CD3 inh: inhibitors of human TCR-CD3 interaction | AID 651800 | TAMRA-labeled TCR probe fluorescence, biochemical | actives 0.37% (n = 360,000) | inhibition, % at 9.4 µM; in the data active means inhibition above about 19%;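 further: recombinant mutant TCR 2C K166C tagged with TAMRA read by polarization; 0% = receptor in buffer alone and 100% = receptor with positive control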
DDE Tn7 FP inh: inhibitors of Tn7 peptide binding to human fibrin DD(E). P02675. FP displacement of FITC-Tn7 peptide from fibrin DD(E); 0% = median of compound wells per plate. inhibition, % at 8.3 µM. actives 0.13% (n = 370,000);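 active means inhibition above the mean of compounds falling within the control limits plus 3 SD of them, cut at about 14% in these data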;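 further: 0% = plate median of compound wells and 100% = 10 µM Aha-Tn7 peptide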
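Assay system: human fibrin DD(E). Input: DD(E) 2 µM final. Medium: Tris buffer with calcium and detergent, pH 7.8. Compound dosing: single point at 8.3 µM. Timing: 10 min plus 3 h, room temperature. Technique: fluorescence polarization of the labelled Tn7 tracer. Read-out: percent inhibition. Replicates: singlicate testing.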
proKLK7 act: proKLK7 (human) activation, primary screen; P49862; purified proKLK7, EDANS-DABCYL substrate fluorescence; 100% is mature enzyme control, 0% vehicle; activation, % at 7 µM; actives 0.9% (n = 370,000); AID 652039;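 active means activation above the mean of all tested compounds plus 3 SD, computed per campaign excluding outliers beyond control limits, cut at about 13% in these data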
Target sequence (P49862 whole entry, looked up): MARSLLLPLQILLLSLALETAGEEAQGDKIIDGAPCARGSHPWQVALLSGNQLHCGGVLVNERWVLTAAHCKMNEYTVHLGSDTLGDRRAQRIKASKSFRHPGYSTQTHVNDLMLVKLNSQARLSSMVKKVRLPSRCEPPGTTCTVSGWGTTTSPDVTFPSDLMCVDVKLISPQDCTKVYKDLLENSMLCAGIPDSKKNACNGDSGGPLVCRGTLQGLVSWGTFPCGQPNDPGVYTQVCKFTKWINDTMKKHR
PRMT1 inh: PRMT1 (human) inhibition, primary screen; inhibition, % at 2.79 µM; actives 1.3% (n = 370,000); recombinant PRMT1, activity-based probe fluorescence polarization; AID 652257;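 active means inhibition above about 21% made by adding two undisclosed values, limit read from the data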
Target sequence (Q99873 whole entry, looked up): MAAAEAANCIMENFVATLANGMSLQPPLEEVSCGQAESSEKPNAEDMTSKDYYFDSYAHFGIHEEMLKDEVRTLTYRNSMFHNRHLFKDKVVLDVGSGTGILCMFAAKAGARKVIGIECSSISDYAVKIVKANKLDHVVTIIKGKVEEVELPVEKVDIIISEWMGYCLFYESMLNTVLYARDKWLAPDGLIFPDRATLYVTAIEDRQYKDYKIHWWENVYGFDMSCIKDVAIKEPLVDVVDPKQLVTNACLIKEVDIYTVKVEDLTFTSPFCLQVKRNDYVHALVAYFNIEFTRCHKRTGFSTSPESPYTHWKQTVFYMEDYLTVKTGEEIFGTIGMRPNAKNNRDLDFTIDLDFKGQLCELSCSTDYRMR
SIAE primary: blocks human sialic acid acetylesterase. SIAE FP-Rh probe binding, fluorescence polarization. inhibition, % at 9.66 µM. actives 0.69% (n = 370,000);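 active means inhibition above a cutoff: mean of compounds within the control limits plus 3 SD of those, cut at about 17% in these data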;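 further: 0% = plate median of compound wells and 100% = probe without SIAE protein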
LEDGF integ inh: blocks HIV-1 LEDGF/p75-dependent DNA integration; AID 743269; inhibition, % at 3.7 µM; TR-FRET IN-LEDGF/p75 DNA integration, Eu/Cy5; actives 0.64% (n = 370,000);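 active means inhibition above the screen-wide mean plus 3 SD, cut at about 13% in these data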;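 further: signal is the Cy5 over europium emission ratio at 671 and 618 nm; 0% = plate median of compound wells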
TDP2 absorb: TDP2 (human) inhibition, absorbance primary screen; inhibition, % at 12.8 µM; recombinant TDP2, T5PNP hydrolysis, p-nitrophenol absorbance 415 nm; O95551; actives 0.34% (n = 370,000);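 active means inhibition above the mean of all tested compounds plus 3 SD, set per campaign, cut at about 25% in these data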;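 further: 0% = DMSO with enzyme and 100% = buffer with substrate but no TDP2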
Target sequence (O95551 whole entry, looked up): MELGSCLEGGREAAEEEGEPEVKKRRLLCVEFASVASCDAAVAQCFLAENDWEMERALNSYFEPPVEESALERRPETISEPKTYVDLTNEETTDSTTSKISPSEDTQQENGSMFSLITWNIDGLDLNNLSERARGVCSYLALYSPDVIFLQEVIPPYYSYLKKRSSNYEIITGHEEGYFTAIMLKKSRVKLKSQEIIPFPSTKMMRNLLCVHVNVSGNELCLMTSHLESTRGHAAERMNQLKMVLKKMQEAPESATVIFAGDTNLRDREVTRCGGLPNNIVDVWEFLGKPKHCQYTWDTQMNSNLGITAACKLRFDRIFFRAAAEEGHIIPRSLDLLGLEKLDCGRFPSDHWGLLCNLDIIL
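Read-out basis: percent inhibition. System: recombinant human TDP2. Buffer or medium: Mg2+-containing Tris-HCl buffer, pH 7.5. Repeats: single replicate. Timing: reaction 2 h, 37 °C. Benchmarks: high control without enzyme, low control DMSO plus TDP2. Probe or stimulus: 5 mM T5PNP. Doses: 12.8 µM only. Measured by: epi absorbance of p-nitrophenol freed from T5PNP by hydrolysis.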
UHRF1 binding: blocks human UHRF1 binding to methylated DNA | Q96T88 | UHRF1 binding to methylated oligo, TR-FRET | inhibition, % at 4.4 µM | actives 0.75% (n = 370,000) | AID 687016; in the data active means inhibition above about 21%;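 further: UHRF1 SRA domain binding a hemimethylated CpG hairpin DNA probe; 0% = median of test compound wells and 100% = reference inhibitor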
* = called active by the depositor; . = not tested or not shown. Compounds were not picked by outcome. About 4.6% of those tested had a hit in this group.

SMILES	MBD2 inh	Tn6 DDE FP	TCR-CD3 inh	DDE Tn7 FP inh	proKLK7 act	PRMT1 inh	SIAE primary	LEDGF integ inh	TDP2 absorb	UHRF1 binding
COc1ccc(C2CC(c3cccc(Br)c3)=NN2c2ccc(S(N)(=O)=O)cc2)cc1 (stereo not given)	-5	3	1	-4	-164	-2	1	-1	-7	-2
CN(Cc1cccnc1)C(=O)CNC(=O)COc1ccccc1	1	-3	3	6	-0.3	0	-5	2	1	-1
O=C(Nn1cnnc1)C(c1ccccc1)c1ccccc1	1	-1	6	2	0.1	-1	-6	-2	0	-1
CC(=O)N1CCCN(S(=O)(=O)c2ccc3c(c2)c(=O)n(C)c(=O)n3C)CC1	0	1	.	1	-0.2	-2	1	1	3	-1
CCCC(=O)Nc1ccc(-c2csc(-c3cccnc3)n2)cc1	-1	4	7	-8	3.2	0	-9	7	-14	-2
COc1ccc2oc(C(=O)OCC(=O)N3CCN(S(=O)(=O)c4ccccc4)CC3)c(C)c2c1	3	3	-4	-2	-6.8	1	-2	-2	-1	0
O=C(NCc1ccncc1)C1COc2ccccc2O1 (stereo not given)	0	-5	4	2	-0.5	-3	3	-3	-4	-1
CC(C)CNC(=O)c1ccccc1SCC(=O)NC12CC3CC(CC(C3)C1)C2	0	2	-1	3	-0.1	2	2	1	-15	1
COC(=O)c1ccccc1NC(=O)CS(=O)(=O)Cc1nc(-c2ccc(C)cc2)oc1C	-3	-6	3	0	0.6	-3	-4	2	6	0
CN(c1ccccc1)S(=O)(=O)c1cccc(NC(=O)c2cc(=O)c3ccccc3o2)c1	8	0	6	1	-5.1	-1	-55	2	5	-2
CC(Sc1nc(-c2ccccc2)cc(C(F)(F)F)n1)C(=O)NCCN1CCOCC1 (stereo not given)	-1	3	1	-6	-0.4	-1	0	7	-3	-4
CCCn1nnc(NC(=O)c2ccc([N+](=O)[O-])cc2Cl)n1	2	4	-3	3	-0.2	-1	2	0	7	-1
COc1cccc(NC(=O)C2CCN(S(=O)(=O)c3ccc4c(c3)C(C)(C)C(=O)N4C)CC2)c1	2	7	2	11	-0.7	0	-4	2	2	-1
COc1cccc(SCc2noc(C(=O)NCCN(C)C)c2C(=O)NCCN(C)C)c1	10	-2	0	3	0.3	2	1	0	-7	6
CCOC(=O)c1nn(-c2ccccc2)c2nnc(Cc3ccccc3)c(=O)n12	3	7	-9	5	-0.7	2	-2	-5	-3	2
CN1CCN(C2=Nc3c(Cl)cc(Cl)c4cccc2c34)CC1	-13	2	2	7	1.3	11	1	2	5	-10
NC(=O)c1ccc(NC(=O)CCCNC(=O)c2ccc(Cl)cc2)cc1	-3	0	2	0	0.8	-3	0	0	-11	0
CO[C@@H]1CN(C)C(=O)c2cc(NC(=O)Nc3cc(F)ccc3F)ccc2OC[C@H](C)N(C(=O)c2cnccn2)C[C@@H]1C	-1	-1	4	0	0.4	-2	4	8	5	-1
COc1cc(/C=N/NC(=O)NC23CC4CC(CC(C4)C2)C3)ccc1O	-4	-9	-2	3	-1.6	-3	1	6	-8	-3
Nc1cc(=O)[nH]c(SCC(=O)Nc2ccc3c(c2)CCC3)n1	9	-5	-4	12	-0.1	7	-12	-2	-5	2
Nc1ccc(CC2SC(=O)NC2=O)cc1 (stereo not given)	4	9	6	-2	-0.9	-1	5	0	-7	5
Cc1cccc2sc(N(CCCN(C)C)C(=O)CN3C(=O)c4ccccc4C3=O)nc12	-1	7	-5	-4	-0.4	1	1	-2	-7	3
CCC1CCCCN1CC(=O)c1c(C)[nH]c2ccc(OC)cc12 (stereo not given)	3	-1	-7	-4	0.4	2	0	-2	1	1
COc1ccc(Nc2nc(C)cc(C)n2)cc1Cl	0	3	2	13	-1.0	2	-4	-1	3	0

Look-ups from the entries so far:
`COc1cccc(SCc2noc(C(=O)NCCN(C)C)c2C(=O)NCCN(C)C)c1` in MBD2 inh shows 10
`CCOC(=O)c1nn(-c2ccccc2)c2nnc(Cc3ccccc3)c(=O)n12` in UHRF1 binding shows 2
`CO[C@@H]1CN(C)C(=O)c2cc(NC(=O)Nc3cc(F)ccc3F)ccc2OC[C@H](C)N(C(=O)c2cnccn2)C[C@@H]1C` in DDE Tn7 FP inh shows 0
`Nc1ccc(CC2SC(=O)NC2=O)cc1` (stereo not given) in proKLK7 act shows -0.9

Following part:
SMILES	MBD2 inh	Tn6 DDE FP	TCR-CD3 inh	DDE Tn7 FP inh	proKLK7 act	PRMT1 inh	SIAE primary	LEDGF integ inh	TDP2 absorb	UHRF1 binding
Cc1ccc(NC(=O)c2ccc(=O)n(CC(=O)Nc3c(C)cc(C)cc3C)n2)cc1	1	-3	2	7	0.0	-3	-12	-4	13	1
COc1ccc(NC(=O)C2C3C=CC(C3)C2C(=O)O)cc1 (stereo not given)	-6	3	0	4	0.2	0	6	1	0	-2
CC(CCc1ccccc1)N1CCN(C)CC1 (stereo not given)	-7	-2	-4	2	-0.2	0	9	6	-13	-1
Cc1cc2oc(=O)cc(C)c2c(=O)o1	-8	7	-4	6	-0.4	1	0	3	-1	-2
N#CC(Cc1cccc(CC(C#N)(c2ccccc2)c2ccccc2)c1)(c1ccccc1)c1ccccc1	-2	-6	3	2	0.7	2	3	1	5	5
CCOc1ccc(C(=O)Nc2ccc(N3CCN(C)CC3)cc2)cc1	3	-13	6	-1	0.2	0	9	0	15	0
Cc1cccc(N(C)S(=O)(=O)c2ccc3[nH]cc(C(=O)N4CCOCC4)c(=O)c3c2)c1	-5	5	5	-1	-10	-3	4	4	-2	-1
Cc1ccc(C2=NOC(=O)/C2=C\c2ccc(C)o2)cc1	5	2	-9	4	0.5	20	8	4	-7	-2
O=S(=O)(c1ccc(Cl)c(NC(=S)N/N=C/c2ccc(O)cc2)c1)N1CCOCC1	2	2	-1	5	-1.7	-1	18*	-2	7	-2
Cc1ccc(NC(=O)COc2ccccc2[N+](=O)[O-])nc1	1	-2	1	5	0.7	0	-4	0	3	-1
CCCCOc1ccc(C(=O)NCC(=O)OCCCOC(=O)CNC(=O)c2ccc(OCCCC)cc2)cc1	8	0	-4	0	-0.5	8	-6	0	-2	4
Cc1ccc(C)c2nc(SCC(=O)NCc3cccs3)c(C#N)cc12	7	0	-5	5	0.0	-2	4	2	-6	0
O=C(Nc1ccc(O)cc1)c1ccc(NC(=O)c2ccco2)cc1	3	5	0	-1	0.2	-1	11	2	12	-1
O=C(NC(=S)NCc1ccc(Cl)cc1)c1ccco1	-2	1	-2	4	0.6	-4	-1	1	-4	1
Cc1ccc(-n2c(=O)c3ccccc3n(CC(=O)NCc3ccco3)c2=O)cc1	3	6	3	-2	0.1	-5	-7	2	-2	2
O=C(CCCC(=O)N1CCN(c2ccc([N+](=O)[O-])cc2)CC1)c1ccccc1	-6	2	-7	-1	0.4	0	4	-1	-4	0
COc1ccc(NC(=O)CSc2nnc(CCC(=O)O)c(=O)n2N)cc1	5	0	-5	-2	-0.1	8	4	-3	8	4
CCN(CC)c1ccc(/C=N/NC(=O)OC)c(O)c1	0	1	-1	0	-4.3	1	7	1	3	-4
CCOC(=O)C1(C)CCCN(C(=O)c2ccc(C#N)cc2)C1 (stereo not given)	3	8	-2	-7	0.3	-2	3	-1	-10	0
Cc1c(C(=O)N(C)C)sc(NC(=O)c2cc([N+](=O)[O-])cc([N+](=O)[O-])c2)c1C#N	0	3	-1	5	-0.1	-2	-11	-3	-2	-2
COC(=O)C1=C(C)N(C)C(=NCc2ccc3c(c2)OCO3)NC1c1cccc(Cl)c1 (stereo not given)	0	0	1	-2	0.1	1	-4	1	-1	4
CCCCn1c(N)c(N(Cc2ccccc2OC)C(=O)c2ccc([N+](=O)[O-])s2)c(=O)[nH]c1=O	-6	-2	-6	1	0.2	1	11	7	1	-1
CCOC(=O)C1=C(C)NC(SC)=C(C#N)C1CC(C)C (stereo not given)	-1	5	6	7	0.9	-3	-3	-5	2	0
C=CCc1cc(OC)ccc1OCCN1CC(C)OC(C)C1 (stereo not given)	2	1	5	2	-0.4	-1	6	7	15	0

Two successive records already listed:
SMILES	MBD2 inh	Tn6 DDE FP	TCR-CD3 inh	DDE Tn7 FP inh	proKLK7 act	PRMT1 inh	SIAE primary	LEDGF integ inh	TDP2 absorb	UHRF1 binding
CCOC(=O)C1=C(C)NC(SC)=C(C#N)C1CC(C)C (stereo not given)	-1	5	6	7	0.9	-3	-3	-5	2	0
C=CCc1cc(OC)ccc1OCCN1CC(C)OC(C)C1 (stereo not given)	2	1	5	2	-0.4	-1	6	7	15	0

Next compounds follow.
SMILES	MBD2 inh	Tn6 DDE FP	TCR-CD3 inh	DDE Tn7 FP inh	proKLK7 act	PRMT1 inh	SIAE primary	LEDGF integ inh	TDP2 absorb	UHRF1 binding
O=C(COC(=O)c1c2ccccc2cc2ccccc12)Nc1ncc(C(F)(F)F)cc1Cl	4	-9	3	1	0.0	4	-5	-4	-11	4
COc1ccc(/C=N/OC(=O)Nc2ccccc2)cc1[N+](=O)[O-]	-3	0	4	1	0.0	1	2	-1	-4	-2
CN(C)S(=O)(=O)c1ccc(C(=O)NCc2nnc(SCC(=O)Nc3ccc(F)cc3)n2-c2ccc(F)cc2)cc1	2	-8	-4	5	0.6	0	-6	-2	7	0
CCC(C)c1ccccc1NC(=O)COC(=O)c1ccc2[nH]c3c(c2c1)CCCC3 (stereo not given)	-5	-5	4	-1	2.5	-1	-7	1	4	-2
COc1ccc(Nc2nc(Cl)nc(NCc3ccco3)n2)cc1	5	-2	-3	1	-0.9	3	-9	-1	-2	4
O=C(CNCc1ccccc1)Nc1ccc(Oc2ccccc2)cc1	0	1	-3	-4	0.4	1	0	1	-14	4
Fc1cccc(Cc2c(-c3cccc(Cl)c3)nc3c(Cl)cc(C(F)(F)F)cn23)c1	-7	0	-6	1	-0.8	3	-3	0	3	1
CN1C(=O)c2ccccc2C(C(=O)NCc2ccco2)C1c1c[nH]c2ccccc12 (stereo not given)	-5	1	7	2	0.5	-2	4	-4	-7	2
O=C(CCCSc1nc2ccccc2[nH]1)NC1CCCCC1	1	4	1	-5	0.6	2	-3	-5	-6	2
O=C(N/N=C/c1ccc([N+](=O)[O-])cc1)c1cccnc1	-1	-2	-1	2	0.3	0	-9	-3	-14	13
CCNC(=S)NCc1ccc2c(c1)OCO2	7	5	4	-4	-0.2	-2	6	-1	6	1
c1coc(-c2ccnc(-c3ccncc3)n2)c1	0	-5	-7	0	0.5	0	4	-3	5	-6
CC(=O)Nc1ccc(S(=O)(=O)NC2CCSc3ccccc32)cc1 (stereo not given)	-1	4	-7	-5	-0.3	5	2	-3	2	2
CCC(CC)CN1CCC(CN2C(=O)C(=O)NC[C@@H]2CC(C)C)CC1	1	7	5	5	-0.8	-5	7	6	4	-2
Cc1cccc(CS(=O)(=O)Cc2ccc(C(=O)NCc3cccs3)o2)c1	-3	-1	-10	-2	0.1	-2	-6	4	-12	2
CNC(=O)NC(=O)C(C)Oc1ccccc1F (stereo not given)	0	-2	0	-6	-0.4	0	-3	5	5	0
